Compound activity as filed in PubChem BioAssay.
CHRM5 antagonist: human M5 muscarinic receptor antagonists, primary screen, CHO cells, Fluo-8 calcium fluorescence. Muscarinic acetylcholine receptor M5 (Homo sapiens), P08912. inhibition, % at 3 µM. hit rate 0.59% among 360,000. CHO-hM5 cells, ACh EC80;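 active = inhibition above a per-plate cutoff, the mean of that plate's test compounds plus 3 SD, cut at about 27% in these data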;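 note: 0% = acetylcholine EC80 with DMSO and 100% = DMSO without agonist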
Target sequence (P08912 whole entry, looked up): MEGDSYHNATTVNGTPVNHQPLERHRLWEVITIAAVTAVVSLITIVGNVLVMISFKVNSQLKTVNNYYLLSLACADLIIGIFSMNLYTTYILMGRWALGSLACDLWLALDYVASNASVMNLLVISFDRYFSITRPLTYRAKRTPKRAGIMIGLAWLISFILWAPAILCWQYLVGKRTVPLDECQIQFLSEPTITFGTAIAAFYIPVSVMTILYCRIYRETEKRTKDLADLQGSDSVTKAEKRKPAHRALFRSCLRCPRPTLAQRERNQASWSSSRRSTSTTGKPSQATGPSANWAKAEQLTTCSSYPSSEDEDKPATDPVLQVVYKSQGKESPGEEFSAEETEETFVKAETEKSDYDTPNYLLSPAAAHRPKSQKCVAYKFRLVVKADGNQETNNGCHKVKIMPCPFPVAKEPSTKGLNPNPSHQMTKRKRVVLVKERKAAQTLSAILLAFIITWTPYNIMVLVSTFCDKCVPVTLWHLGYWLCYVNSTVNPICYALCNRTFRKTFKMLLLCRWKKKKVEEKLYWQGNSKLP
CRFBP-R2 block: antagonists of CRF-BP/CRF-R2 complex, primary screen, cell-based, HEK293, calcium dye fluorescence, uHTS | CRF-induced calcium fluorescence | inhibition, % at 11.8 µM | hit rate 0.59% among 350,000 | AID 588475, 2011;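 active = inhibition of the ligand-induced calcium signal above about 50% at the single tested concentration, limit read from the data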
CHRM4 PAM: human M4 muscarinic receptor positive allosteric modulators, primary screen, CHO-K1 cells, Fluo-8 calcium fluorescence; CHO-K1 hM4/Gqi5, ACh EC20; 0% = ACh EC20, 100% = maximal ACh; activation, % at 3 µM; hit rate 0.4% among 360,000;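 active = activation above its plate's cutoff, the mean activation of sample wells plus 3 SD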; note: some results filed as inactive read as strong as hits
CHO-K1 Ca PAM: nonselective calcium activators in parental CHO-K1 cells, primary screen, counter-screen for M1 PAM project, cell-based, Fluo-8 calcium fluorescence, full deck, 1536-well; ATP EC20; 0% at ATP EC20, 100% at ATP max; activation, % at 3 µM; hit rate 0.02% among 360,000;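 active = activation above the run cutoff, the mean activation of all test compounds plus 3 SD, cut at about 40% in these data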;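 note: peak over basal fluorescence ratio in a 140 s read after ATP addition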
CRFBP-R2 agonist: agonists of CRF-BP/CRF-R2 complex, primary screen, cell-based, HEK293, calcium dye fluorescence, uHTS | calcium dye fluorescence (FLIPR); percent of saturating CRF peptide response | hit rate 0.46% among 350,000 | CRF-binding protein / CRF receptor 2 complex (human) | AID 588473, 2011 | activation, % at 13.2 µM;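 active = activation of at least 50%, plus an integration ratio under a set limit after plate pattern correction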;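 note: plate controls were neutral control wells without compound for no effect and CRF at EC100 for full effect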
TAAR1 antagonist: human TAAR1 antagonists, primary screen, Fluo-8 calcium fluorescence, CHO RD-HGA16 cells. Trace amine-associated receptor 1 (Homo sapiens), Q96RJ0. antagonist. inhibition, % at 3 µM. hit rate 1.5% among 360,000. AID 624466, 2012;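 active = inhibition above a per-plate cutoff, the mean inhibition of test compounds on that plate plus 3 SD, cut at about 49% in these data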;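 note: 0% = DMSO plus EC80 beta-PEA response and 100% = DMSO alone without agonist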
Target sequence (Q96RJ0 whole entry, looked up): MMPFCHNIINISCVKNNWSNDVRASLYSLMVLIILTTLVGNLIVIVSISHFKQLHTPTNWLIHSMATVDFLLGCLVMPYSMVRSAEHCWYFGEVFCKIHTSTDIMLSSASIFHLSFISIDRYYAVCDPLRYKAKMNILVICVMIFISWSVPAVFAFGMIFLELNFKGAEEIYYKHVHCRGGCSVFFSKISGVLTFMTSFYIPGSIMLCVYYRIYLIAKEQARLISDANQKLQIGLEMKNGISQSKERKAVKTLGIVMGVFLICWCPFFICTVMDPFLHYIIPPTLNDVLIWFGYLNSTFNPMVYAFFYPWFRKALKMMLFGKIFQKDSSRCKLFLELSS
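System: CHO RD-HGA16 cells bearing hTAAR1. Reagent: EC80 β-phenethylamine stimulus. Schedule: seeding 17-24 h prior, 75-min 37 °C, 30-min RT dye loading. Signal: Fluo-8 intracellular calcium dye fluorescence, real-time kinetic reads. Read-out: % inhibition from peak post-agonist over basal fluorescence ratio. Benchmarks: vehicle wells and EC80 agonist wells. Replicates: n of 1.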
M5 PAM: human M5 muscarinic receptor positive allosteric modulators, primary screen, CHO-K1 cells, Fluo-8 calcium fluorescence. Muscarinic acetylcholine receptor M5 (Homo sapiens), P08912. CHO-K1 hM5, ACh EC20 PAM; 0% = ACh EC20, 100% = ACh EC100. activation, % at 3 µM. hit rate 0.3% among 360,000. AID 624038, 2012;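 active = activation above the run cutoff, the mean activation of all test compounds plus 3 SD, cut at about 18% in these data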
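system = human M5 receptor in CHO-K1 cells | compound = one concentration, 3 µM final (nominal) | schedule = Post-acetylcholine fluorescence recording 140 s | signal = Fluo-8 calcium dye fluorescence, kinetic read | benchmarks = low control EC20 acetylcholine (0%), high control EC100 acetylcholine (100%) | repeats = singlicate, one well per test compound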
CHRM5 agonist: human M5 muscarinic receptor agonists, primary screen, CHO-K1 cells, Fluo-8 calcium fluorescence; activation, % at 3 µM; hit rate 0.19% among 360,000; Muscarinic acetylcholine receptor M5 (Homo sapiens), P08912; AID 624037, 2012; CHO-K1 hM5 cells; 0% DMSO wells, 100% maximal acetylcholine response;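 active = activation above the run's mean over test compounds plus 3 SD, cut at about 23% in these data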;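 note: signal is peak over basal fluorescence ratio across the kinetic read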
TAAR1 ag: human TAAR1 agonists, primary screen, Fluo-8 calcium fluorescence, CHO RD-HGA16 cells. vehicle wells 0%, saturating PEA agonist 100%. activation, % at 3 µM. hit rate 0.99% among 360,000;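 active = activation above the mean activation of all test compounds in the run plus 3 SD, cut at about 38% in these data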
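Assay system: CHO-derived RD-HGA16 cells with stable Gα16 and human TAAR1; timing: 17-24 h seeding, 75 min 37 °C dye, 30 min RT; read-out: % activation from peak over basal fluorescence ratio, DMSO-to-PEA scaled; measured by: kinetic Fluo-8 calcium fluorescence; benchmarks: low control DMSO, high control PEA (EC100); doses: 3 µM single concentration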
Starred values were filed as active, the others as inactive; . = no result given.

entry	SMILES	CHRM5 antagonist	CRFBP-R2 block	CHRM4 PAM	CHO-K1 Ca PAM	CRFBP-R2 agonist
1	CCCc1c(-c2ccccc2Br)ncn1Cc1ccccc1OC	-1	.	-5	3	.
2	CCOC(=O)N1CCN(c2cc(N)c([N+](=O)[O-])cc2F)CC1	-10	-6	-2	4	-0.4
3	COCCNC(=O)CCC1CCN(C/C=C/c2ccccc2OC)CC1	6	6	-2	19	2.6
4	COc1ccc(C(=O)c2no[n+]([O-])c2C(=O)c2ccc(OC)cc2)cc1	1	4	-5	13	7.5
5	CC(NS(=O)(=O)c1ccccc1)C(c1cccs1)N1CCOCC1 (stereo unspecified)	-1	2	-8	0	-2.1
6	COc1ccc2c(c1)[nH]c1c(=O)n(CCCn3ccnc3)cnc12	-6	25	-5	-2	3.2
7	N#C/C(=C/c1ccc(-c2ccc([N+](=O)[O-])cc2)o1)C(=O)Nc1nc(-c2cccs2)cs1	13	6	2	9	-1.5
8	CS(=O)(=O)NNC(=O)Cn1nnc(-c2ccc(OCc3ccccc3Cl)cc2)n1	13	-6	-20	20	-0.1

entry	TAAR1 antagonist	M5 PAM	CHRM5 agonist	TAAR1 ag
1	10	-6	-4	2
2	-2	-5	4	9
3	8	0	-7	-1
4	12	-2	-1	1
5	-6	-6	2	1
6	-9	-1	-4	13
7	-15	-7	4	1
8	12	-5	-2	6

Going on with the list.
entry	SMILES	CHRM5 antagonist	CRFBP-R2 block	CHRM4 PAM	CHO-K1 Ca PAM	CRFBP-R2 agonist
9	C/C(Cc1ccccc1)=N\NC(=O)CNC(=O)c1ccc(F)cc1	14	7	-3	-28	-0.8
10	COc1ccc(C(=O)C(C)[n+]2ccc(-c3nnc4n3CCCCC4)cc2)cc1 (stereo unspecified)	7	-6	2	6	-1.0
11	Cc1c(/C=C/C(=O)c2ccc(C(C)C)cc2)cnn1C	-6	-25	8	-7	1.3
12	CCC(C)(C)NC(=O)C(c1ccc(OC)cc1)N(C(=O)CCC(=O)Nc1cc(C)on1)C(C)(C)C (stereo unspecified)	-4	-15	-7	-10	-0.3
13	Cn1ncc(C#N)c1/N=C/N1CCCCCC1	-1	2	-4	15	-0.6
14	Nc1nc(NCCCN2CCOCC2)nc(NCc2ccccc2)c1[N+](=O)[O-]	-13	-24	-12	17	0.9
15	COc1ccccc1CNc1nc(NCc2cccs2)nc2ccsc12	19	.	-13	-8	.
16	CC(C)COC(=O)C1C2C=CC3(CN(C(C)c4ccc(Br)cc4)C(=O)C13)O2 (stereo unspecified)	-3	-8	0	11	-0.5

entry	TAAR1 antagonist	M5 PAM	CHRM5 agonist	TAAR1 ag
9	-9	-5	-3	0
10	-19	-6	-3	2
11	2	-2	-2	0
12	-7	5	0	4
13	-5	5	-2	8
14	1	5	11	7
15	76*	-11	5	35
16	-2	1	1	-1

Later entries
entry	SMILES	CHRM5 antagonist	CRFBP-R2 block	CHRM4 PAM	CHO-K1 Ca PAM	CRFBP-R2 agonist
17	CC(O)C(NS(=O)(=O)c1ccc(Cl)cc1)C(=O)OCc1nnc(-c2ccccc2)o1 (stereo unspecified)	-2	-6	0	18	-1.5
18	COc1ccc(-n2nnnc2SCC(=O)c2cccc(OC)c2)cc1	5	12	1	16	-1.6
19	O=C(c1cccc(S(=O)(=O)Nc2ccc(Br)cc2)c1)N1CCCC1	8	-16	-3	-6	0.6
20	O=C(NCCSc1ccc(Cl)cc1)c1ccco1	-4	-3	-4	2	-0.3
21	CC(C)N=Cc1c(O)[nH]c2ccccc12	-4	-13	-3	12	0.5
22	COc1cc(C(=O)OCC(=O)Nc2sccc2C(N)=O)cc(OC)c1OC	23	-8	-17	13	-2.6
23	CCC(C)NC(=O)CCc1c(C)nc2nc(-c3cc(OC)cc(OC)c3)nn2c1C (stereo unspecified)	-9	-28	-3	21	-0.5
24	Cc1cc(=O)[nH]c(SCCCOc2ccc(F)cc2)n1	2	24	0	-2	0.1

entry	TAAR1 antagonist	M5 PAM	CHRM5 agonist	TAAR1 ag
17	-4	-2	4	13
18	-18	-2	0	12
19	-1	-8	4	3
20	16	1	-5	7
21	19	0	0	0
22	37	-24	5	22
23	10	-8	-7	4
24	6	-1	3	5

Further structures follow.
entry	SMILES	CHRM5 antagonist	CRFBP-R2 block	CHRM4 PAM	CHO-K1 Ca PAM	CRFBP-R2 agonist
25	CC(C)C(C)NC(=O)COn1nnc2ccc(S(=O)(=O)N3CCOCC3)cc21 (stereo unspecified)	4	1	2	-9	0.1
26	COc1ccc(OC)c(C(=O)C(=O)c2cc(OC)ccc2OC)c1	1	-6	4	0	-4.0
27	CC(Oc1ccc2c3c(c(=O)oc2c1)CCCC3)C(=O)NCCN1CCOCC1 (stereo unspecified)	-8	-8	14	-4	-0.3
28	CCCCn1c(-c2ccccc2)nc2c(=O)n(C)c(=O)[nH]c21	-3	-7	15	9	-0.5
29	CCCn1nnnc1SCC(=O)N1CCCCC1	5	6	-8	12	-1.8
30	Cc1ccccc1CNC(=O)C1CCC(=O)N(Cc2cccc(F)c2)C1 (stereo unspecified)	17	1	0	-9	-1.9
31	Cc1cc(N2CCN(C)CC2)ccc1NC(=O)c1c2c(nc3ccccc13)CCN(Cc1ccccc1)C2	10	-16	-8	2	7.4
32	Cc1ccc(NC(=O)C(C)Sc2nc(=O)cc(N)n2-c2ccccc2)cc1 (stereo unspecified)	6	16	0	13	4.1

entry	TAAR1 antagonist	M5 PAM	CHRM5 agonist	TAAR1 ag
25	-3	0	3	0
26	-15	-1	8	2
27	-19	7	-3	0
28	-3	5	6	6
29	11	5	-2	1
30	-12	-4	-4	20
31	.	-13	-10	.
32	11	-2	-2	5

More results.
entry	SMILES	CHRM5 antagonist	CRFBP-R2 block	CHRM4 PAM	CHO-K1 Ca PAM	CRFBP-R2 agonist
33	COC(=O)c1c(CSc2ccc(C)c(C)c2)noc1C(=O)NCc1ccc(OC)cc1	19	12	-3	19	4.8
34	O=C(CN1CCN(C(=O)c2ccccc2Cl)CC1)Nc1cccc(S(=O)(=O)N2CCCC2)c1	14	-2	-7	10	-0.7
35	COc1ccc(S(=O)(=O)N(CC(=O)Nc2cc(C)on2)Cc2ccccc2)cc1	-18	-15	1	16	-1.7
36	Cc1ccc(S(=O)(=O)N(C)C)cc1NC(=O)CSc1nc2ncc(Cl)cc2[nH]1	5	-15	4	4	-1.0
37	O=C(NCc1ccccc1)c1cc(=O)[nH]c2ccccc12	0	7	-4	19	-0.2
38	COc1cc2c(cc1OC)CN(C(=O)c1sc(-c3cnccn3)nc1C)CC2	9	21	-11	18	-1.5
39	COC(=O)c1sc2cc(=O)n(-c3cccc(C(F)(F)F)c3)nc2c1O	-5	-3	0	10	0.7
40	Cc1c(C(=O)OCCOc2ccc(Br)cc2)sc(=S)n1C	-1	16	-8	8	-1.4

entry	TAAR1 antagonist	M5 PAM	CHRM5 agonist	TAAR1 ag
33	34	-22	-3	4
34	-9	-2	0	17
35	7	-3	-6	2
36	3	-2	0	2
37	2	3	-4	3
38	-11	-6	5	14
39	-6	0	3	0
40	-19	3	-4	2

Later entries.
entry	SMILES	CHRM5 antagonist	CRFBP-R2 block	CHRM4 PAM	CHO-K1 Ca PAM	CRFBP-R2 agonist
41	O=C(CN1C(=O)NC2(CCCC2)C1=O)Nc1ccc(S(=O)(=O)N2CCOCC2)cc1	4	-12	-4	15	1.9
42	Cc1c(NC(=O)c2cc(=O)[nH]c(=O)[nH]2)c(=O)n(-c2ccccc2)n1C	-4	7	5	19	-0.2
43	COc1ccc2oc3ccccc3c(=O)c2c1	7	22	11	14	0.3
44	COc1ccc2c(c1)Cc1c-2cc(Br)c(N)c1Br	-5	-12	2	12	1.9
45	Cc1ccc(S(=O)(=O)NCCC(=O)NC2CC2)cc1	8	-13	1	15	0.5
46	CCOC(=O)N1CCN(C(=O)CNS(=O)(=O)c2cccs2)CC1	5	-2	-1	11	1.6
47	O=C1Nc2ccccc2N(O)N1c1ccc(Cl)c(Cl)c1	-1	14	-5	15	-3.1
48	CCNC(=O)N(CC)C[C@H]1N[C@@](C)(C(=O)OC)[C@H]2C(=O)N(Cc3ccccc3)C(=O)[C@@H]12	-8	-14	0	-12	3.2

entry	TAAR1 antagonist	M5 PAM	CHRM5 agonist	TAAR1 ag
41	1	10	1	2
42	-2	1	-2	7
43	4	4	0	7
44	5	0	1	0
45	-15	-4	-2	5
46	12	-7	-1	3
47	4	-1	-4	3
48	11	4	1	4

The last 5 entries of the section above open the next one:
entry	SMILES	CHRM5 antagonist	CRFBP-R2 block	CHRM4 PAM	CHO-K1 Ca PAM	CRFBP-R2 agonist
44	COc1ccc2c(c1)Cc1c-2cc(Br)c(N)c1Br	-5	-12	2	12	1.9
45	Cc1ccc(S(=O)(=O)NCCC(=O)NC2CC2)cc1	8	-13	1	15	0.5
46	CCOC(=O)N1CCN(C(=O)CNS(=O)(=O)c2cccs2)CC1	5	-2	-1	11	1.6
47	O=C1Nc2ccccc2N(O)N1c1ccc(Cl)c(Cl)c1	-1	14	-5	15	-3.1
48	CCNC(=O)N(CC)C[C@H]1N[C@@](C)(C(=O)OC)[C@H]2C(=O)N(Cc3ccccc3)C(=O)[C@@H]12	-8	-14	0	-12	3.2
49	CC(C)CN(C(=O)Cn1ccccc1=O)C1CCS(=O)(=O)C1 (stereo unspecified)	11	-3	1	3	0.1
50	CSc1ccc(CN(C)C(=O)c2cc3ccccc3o2)cc1	3	2	-1	8	0.3
51	Cc1ccc(/C=N/NC(=O)C(=O)N/N=C/c2ccc(C)o2)o1	2	36	9	-6	-1.4
52	NS(=O)(=O)c1ccc(NC(=O)COC(=O)c2cnccn2)cc1	8	6	3	11	0.2
53	COc1ccc2nc(SCC(N)=O)cc(C)c2c1	0	-4	16	11	0.2
54	CCc1c(C)nc2ncnn2c1N1CCC(C(=O)N2CCN(c3ccc(F)cc3)CC2)CC1	8	11	1	7	1.3

entry	TAAR1 antagonist	M5 PAM	CHRM5 agonist	TAAR1 ag
44	5	0	1	0
45	-15	-4	-2	5
46	12	-7	-1	3
47	4	-1	-4	3
48	11	4	1	4
49	-18	2	2	3
50	5	0	-3	4
51	9	4	4	0
52	-16	2	2	0
53	-13	2	0	2
54	-11	-1	0	5
